Giardia kill – Giardia lamblia killing; Giardia lamblia trophozoite viability; activity change, % at 7.66 µM, hits read low; hit rate 0.15% among 340,000; in the data active = activity change below about -80%; inconclusive = between about -30% and that limit;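 note: parasites exposed to compound for two days anaerobically before the ATP read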
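Viability, read as ATP luminescence: trophozoites at 100 cells/well, compound added, 48 hrs anaerobic at 37 deg C, then 15-30 min room-temperature development before reading.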
PKM2 act – activators of human pyruvate kinase M2 | P14618 | purified PKM2, Kinase-Glo ATP luminescence, activation; response scale: 0% is enzyme alone, no compound | Potency, µM (titrated, usually from 57.5 µM), without a hit: at the highest dose activation, hits mostly activators | hit rate 0.34% among 260,000 | AID 1631; note: potency is the fitted concentration of half-maximal effect; nearly all actives have a fitted effect of over 55% in size
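hPK-M2, >95% pure; 0.1 mM ADP / 0.5 mM PEP final; imidazole pH7.2 buffer w/ 7 mM MgCl2, 50 mM KCl; 1 h RT; Kinase-Glo lum. Intermediate enzyme activity for dual inhibitor/activator qHTS.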
USP2a block – inhibitors of human ubiquitin-specific protease USP2a. USP2 core, Ub-CHOP2 coupled fluorogenic reporter, 485/531. Potency, µM (highest dose often 38.3 µM), for inactives: at the highest dose activity change, negative = inhibition, usual class: inhibitors. AID 463254. O75604. hit rate 0.01% among 330,000;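 note: potency is the fitted concentration of half-maximal effect; plate controls were DMSO wells for no effect and full inhibition by NEM control for full effect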
Target sequence (O75604 whole entry, looked up): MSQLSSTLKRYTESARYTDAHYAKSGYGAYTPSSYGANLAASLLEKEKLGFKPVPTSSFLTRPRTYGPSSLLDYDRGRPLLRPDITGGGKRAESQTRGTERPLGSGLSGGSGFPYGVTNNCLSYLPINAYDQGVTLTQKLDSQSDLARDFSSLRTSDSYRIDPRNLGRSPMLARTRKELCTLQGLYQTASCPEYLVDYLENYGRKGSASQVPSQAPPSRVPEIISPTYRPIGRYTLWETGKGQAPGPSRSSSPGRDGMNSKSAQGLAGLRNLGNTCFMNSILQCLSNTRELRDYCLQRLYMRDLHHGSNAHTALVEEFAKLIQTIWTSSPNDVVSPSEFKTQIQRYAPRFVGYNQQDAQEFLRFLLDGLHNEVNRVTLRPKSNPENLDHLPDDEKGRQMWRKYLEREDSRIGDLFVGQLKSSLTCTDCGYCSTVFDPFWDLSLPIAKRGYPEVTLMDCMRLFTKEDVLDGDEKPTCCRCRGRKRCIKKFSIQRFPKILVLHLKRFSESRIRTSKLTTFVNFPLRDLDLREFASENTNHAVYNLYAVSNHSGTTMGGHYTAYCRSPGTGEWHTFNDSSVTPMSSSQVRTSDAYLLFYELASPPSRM
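USP2 core (10nM final) preincubated 30min RT with compound in 20mM Tris-HCl pH 8.0, 2mM CaCl2, 2mM beta-mercaptoethanol, 0.05% CHAPS; 25nM Ub-CHOP2 plus 25nM reporter substrate added, fluorescence (Ex485/Em531) read after 60min.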
uPA generation – cell surface uPA generation inhibition. cell surface uPA generation assay, qHTS. hit rate 0.31% among 330,000. AID 540303. Potency, µM (doses to about 38.3 µM), without a hit: at the highest dose activity change, negative = inhibition, hits mostly inhibitors; active = well fitted inhibition curve with a large enough effect; inconclusive = small, poorly fitted or top-dose-only effect; inactive = no such curve, though single readings can be large or run the other way; tested in mouse RAW 264.7 cells; note: potency is the fitted concentration of half-maximal effect; nearly all actives have a fitted effect of over 55% in size
Chronic BCR inh – inhibitors of chronic active B-cell receptor signaling. ABC-DLBCL IkBa-CBG/CBR reporter, luminescence ratio, 4 h. Potency, µM (series often up to 46.1 µM), without a hit: at the highest dose ratio change, negative = lower green/red ratio, hits mostly inhibitors. hit rate 0.05% among 340,000; active = well fitted inhibition curve with a large enough effect in the signal ratio, with a control signal flat, not every such curve was filed as active; inconclusive = small, poorly fitted or top-dose-only effect, or effect the other way, or a change in a side signal; the % refers to the signal ratio;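 note: potency is the fitted concentration of half-maximal effect; plate controls were basal doxycycline-induced cells for no effect and cells given 10 µM MG132 for full effect; MG132 reads +100%, hits lower the ratio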
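Compounds up to 46 uM were incubated four hours with TMD8 cells whose green CBG68 luciferase is fused to IkappaBalpha; red CBR luminescence normalised the signal, and concentration-effect curves were fitted to fusion, red and ratio data.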
KCNH2 3.1 block – KCNH2 3.1 (human) potassium channel inhibition. U2OS KCNH2 3.1, thallium flux FluxOr; hits give low values. activity change, % (tested at about 1.8 µM). hit rate 0.95% among 340,000;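 active = maximum activity change below -70%; inconclusive = maximum activity change from -70% to -50%; inactive = maximum activity change above -50%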;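 note: thallium influx rate constant from kinetic fluorescence after stimulation buffer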
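Virally transduced U2OS (3.1 isoform, 4 h infection in dark at RT) → overnight 37 C → FluxOr + Red40 in HBSS/HEPES, 45 min → stimulation buffer, 2 min kinetic read → rate constant vs DMSO controls.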
hERG WT inh – KCNH2 (human, wildtype) channel inhibition; U2OS, BacMam KCNH2, thallium flux FluxOr; hits give low values; activity change, % at 1.84 µM; hit rate 0.37% among 340,000; AID 720551;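 active = maximum activity change below -70%; inconclusive = maximum activity change between -70% and -50%; inactive = maximum activity change above -50%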
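U2OS cells were transduced with wild-type KCNH2 virus (2.03 x 10^8 / mL) for 4 h at room temperature, then cultured overnight at 37 C. Thallium flux was read with FluxOr dye. Rate constants were normalized to DMSO controls.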
Eya2 inh – inhibitors of human Eya2 phosphatase activity; recombinant Eya2, OMFP fluorescence dephosphorylation (OMFP is methylfluorescein phosphate); Potency, µM (titrated, usually from 76.9 µM), inactives show top-dose activity, negative = inhibition, most hits filed as inhibitors; O00167; hit rate 0.006% among 330,000; note: potency is the fitted concentration of half-maximal effect
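Eya2 (0.2 uM) preincubated 10 min at ambient with compound, then OMFP substrate added at 50 uM; 10 min reaction in 50 mM HEPES pH 7.5, 50 mM NaCl, 5 uM MgCl2, 0.05% BSA, 1 mM DTT. Fluorescence read at Ex 485/Em 525 nm.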
B2AR arrestin – agonists driving beta-arrestin recruitment to human beta2-adrenergic receptor | P07550 | beta-arrestin recruitment to beta2AR, cell-based reporter | Potency, µM (series often up to 46.1 µM), for the others: at the top dose activation, most hits filed as activators | hit rate 0.02% among 330,000;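 note: potency is the fitted concentration of half-maximal effect; 0% = DMSO controls and full agonism = EC100 isoproterenol or metaproterenol; nearly all actives have a fitted effect of over 65% in size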
GALK inh – blocks human galactokinase activity. P51570. AID 1868. hit rate 0.007% among 270,000. Potency, µM (series often up to 57.5 µM), without a hit: at the highest dose activity change, negative = inhibition, most hits filed as inhibitors. Purified GALK, Kinase-Glo residual ATP luminescence; note: potency is the fitted concentration of half-maximal effect
Target sequence (P51570 whole entry, looked up): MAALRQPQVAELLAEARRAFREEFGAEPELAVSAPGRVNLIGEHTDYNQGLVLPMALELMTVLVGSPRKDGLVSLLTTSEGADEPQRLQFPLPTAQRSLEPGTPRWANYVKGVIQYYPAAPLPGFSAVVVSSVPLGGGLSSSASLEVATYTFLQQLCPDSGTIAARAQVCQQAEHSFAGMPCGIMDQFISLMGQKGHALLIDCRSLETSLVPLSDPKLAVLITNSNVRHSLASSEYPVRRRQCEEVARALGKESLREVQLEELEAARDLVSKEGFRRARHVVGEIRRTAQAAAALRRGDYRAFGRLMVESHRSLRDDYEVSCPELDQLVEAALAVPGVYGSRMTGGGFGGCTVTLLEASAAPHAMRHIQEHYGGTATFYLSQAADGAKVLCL
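ATP-depletion format; final 35 uM ATP, 100 uM D-galactose, 5 nM enzyme; pH 8.0 HEPES/Mg2+ buffer; 60 min RT; luminescence read 10 min after detection reagent.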
FBPA coupling cs – inhibits coupling enzyme system, counter-screen for aldolase hits; coupling enzyme system counterscreen, AmpLite Red fluorescence; activity change, negative = inhibition, % at 58.2 µM, hits read low; hit rate 0.67% among 290,000; in the data active = activity change below about -30%
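Counterscreen of the coupled detection system alone, without aldolase: glyceraldehyde-3-phosphate coupling enzymes plus AmpLite Red readout. Compounds at 57.5 uM final, 10 min RT preincubation, 20 min RT reaction, fluorescence 525/598 nm.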
The depositor's hits bear a star; ? = inconclusive; . = no result given. Unless noted, calls come from the whole dose curve; as a rule, active = well fitted curve in the direction sought with a large enough effect; inconclusive = small, poorly fitted or top-dose-only effect, or another doubt; inactive = no such curve, though single readings can be large; an effect the other way counts as inactive or inconclusive. Unless noted, % is set by controls: 0 for no effect and ±100 for the full control effect.

Each structure is followed by: uPA generation | Chronic BCR inh | Eya2 inh | Giardia kill | KCNH2 3.1 block | FBPA coupling cs | GALK inh | USP2a block | PKM2 act | hERG WT inh | B2AR arrestin
CCOC(=O)c1ccc(NC2OC(=O)c3ccccc32)cc1 (configuration not stated)
  -2% | 8% | 15% | 10 | 1 | 0 | 0% | 2% | -1% | 9 | 0.5%
OCC12COC(c3ccccc3)N1C(c1ccccc1)OC2 (configuration not stated)
  -5% | ? | -17% | -8 | 1 | 2 | -2% | 0% | 1% | 0 | -0.8%
Cc1ccccc1N(CC(=O)N/N=C/c1ccccc1Cl)C(=O)c1ccccc1
  3% | 1% | 9% | -18 | -1 | 1 | -3% | 1% | -14% | -2 | 0.8%
COc1cccc(C(C(=O)NCc2ccccc2)N(C(=O)c2csnn2)C2CC2)c1 (configuration not stated)
  2% | -13% | -6% | -17 | -6 | -1 | 7% | 1% | . | -17 | -0.2%
O=C(Nc1ccc(C(=O)N2CCOCC2)cc1)Nc1ccc(Cl)cc1Cl
  -8% | ? | 1% | -19 | -6 | 0 | -5% | 3% | 1% | 7 | 0.1%
CCC(Sc1nc2n[nH]c(C)c2c(=N)n1-c1ccc(C)c(Cl)c1)C(=O)N1CCOCC1 (configuration not stated)
  -15% | ? | 18% | -10 | -10 | -2 | 2% | -1% | -7% | -9 | ?
O=C1C(Cl)=C(N2CCCCCC2)C(=O)N1c1ccc(Br)cc1
  -1% | 15% | 9% | -7 | -4 | 5 | 1% | 1% | 1% | -10 | -0.2%
O=C1CCC([N+](=O)[O-])C(c2cc3c(cc2Cl)OCO3)N1 (configuration not stated)
  -9% | 0% | -4% | 7 | 4 | 6 | 11% | -2% | 0% | . | 2.8%
CCOC(=O)CSc1nc2c(sc(=S)n2Cc2ccco2)c(=O)n1-c1ccc(F)cc1
  . | 23% | 10% | 0 | -15 | -5 | -1% | -1% | -6% | -8 | -0.5%
O=C(Cc1sc(-c2ccccc2Cl)nc1-c1ccccc1)Nc1ccc(F)cc1
  2% | -23% | 4% | 0 | -6 | -4 | -4% | 1% | -25% | 5 | 0.5%
COc1ccc2ccccc2c1-c1csc(N)n1
  4% | ? | -9% | 28 | -27 | 0 | 0% | 2% | . | 2 | 0.1%
O=C(CCC(=O)OCc1ccc(C(=O)Oc2ccc(Cl)cc2)cc1)Nc1ccccc1
  -5% | ? | -3% | 29 | 8 | 3 | -1% | 5% | 0% | -10 | 0.4%
COc1ccc(Cn2nnnc2CN(Cc2cc3cc(C)ccc3[nH]c2=O)C2CCCC2)cc1
  1% | ? | 8% | -22 | -17 | -29 | 1% | 0% | 10% | -13 | 0.1%
COc1cccc(OCc2cc(C(=O)N(Cc3nccn3C)C(C)C)no2)c1
  2% | 11% | -9% | 11 | 1 | . | 0% | 1% | . | 5 | -1.0%
O=C(NNc1cccc(Cl)n1)c1c(Cl)cccc1Cl
  -4% | -8% | -3% | 8 | -1 | -2 | 0% | 1% | 0% | 4 | -1.0%
O=C(Nc1nc(-c2ccco2)c(-c2ccco2)s1)c1cnccn1
  -2% | 24% | -2% | -14 | -20 | . | . | -16% | . | 0 | 0.3%
O=C(O)c1ccc(/C=C2\CCCc3c2nc2ccccc2c3C(=O)O)cc1
  4% | ? | 2% | -8 | -2 | 6 | 3% | 3% | . | -6 | -0.4%
COc1ccccc1NS(=O)(=O)c1cccc(NC(=O)C(C)NC(=O)c2ccco2)c1 (configuration not stated)
  5% | 1% | 8% | 14 | 18 | . | . | 1% | . | 1 | 0.0%
COc1ccc(CCNC(=O)C2CCCN(S(=O)(=O)c3cc(C)ccc3OC)C2)cc1OC (configuration not stated)
  3% | 4% | -27% | 2 | 4 | . | 6% | 1% | . | 2 | -0.7%
CC(=O)NC(CCCNC(=S)NC1CCCCC1)C(=O)O (configuration not stated)
  -1% | 7% | 17% | 2 | 9 | 0 | -1% | -5% | 1% | -2 | -1.7%
O=C(Nc1ccccn1)c1ccc([N+](=O)[O-])o1
  7.1µM* | 1% | -4% | -93* | -8 | -2 | 2% | 2% | -2% | 9 | -0.7%
C[C@H](CO)N1C[C@H](C)[C@@H](CN(C)C(=O)Nc2ccccc2)Oc2c(NS(=O)(=O)c3cccs3)cccc2C1=O
  6% | ? | -27% | -11 | 3 | . | . | 4% | . | -2 | -0.2%
COc1cc(/C=N/N2CCOCC2)ccc1OC(=O)c1ccco1
  1% | 2% | 0% | 1 | 10 | 0 | 0% | -14% | -17% | 8 | 0.3%
Cc1ccc(S(=O)(=O)N2CCCCC2)cc1NC(=O)c1nn(C)c(=O)c2ccccc12
  -1% | 8% | -11% | 28 | 2 | . | . | 1% | . | 3 | -0.3%
COc1ccc(OC)c(-n2c(=O)c3ccccc3c3ccccc3c2=O)c1
  -6% | ? | -10% | 2 | -15 | -4 | 0% | 3% | 0% | -6 | -0.4%
CC(C)C1C(c2ccccc2)NC(c2ccccc2)CC1(O)c1ccc(F)cc1 (configuration not stated)
  -19% | ? | -11% | -13 | 11 | -2 | 0% | -1% | -11% | 0 | -2.0%
CCOC(=O)c1c(C)[nH]c(C(C)=NNC(=O)Cn2nc(C)cc2C)c1C
  -9% | 4% | 5% | 8 | -3 | . | . | 0% | . | -10 | -0.2%
O=C(NCc1ccc(N2CCCC2=O)cc1)NC1CCCCC1
  4% | 1% | 12% | -4 | 5 | 3 | -4% | 1% | -6% | -3 | 0.1%
Nc1c(-c2ccccc2)c(CSc2nc3ccccc3[nH]2)nn1-c1cccc(Cl)c1
  -3% | 8% | -3% | 7 | -38 | 1 | -1% | -12% | -24% | 18 | 5.3%
S=C(NCCc1ccccc1)N1CCN(C(c2ccccc2)c2ccccc2)CC1
  4% | 0% | 1% | 28 | -11 | -6 | -1% | 2% | -6% | 2 | -0.3%

More structures:
Each structure is followed by: uPA generation | Chronic BCR inh | Eya2 inh | Giardia kill | KCNH2 3.1 block | FBPA coupling cs | GALK inh | USP2a block | PKM2 act | hERG WT inh | B2AR arrestin
CCOC(=O)N1CCC(Nc2c(NCCCOC)c(=O)c2=O)CC1
  . | -12% | 10% | 4 | 9 | 2 | 0% | 0% | -20% | 2 | -0.1%
Cc1c(C#N)c(N=CN(C)C)c(C(=O)c2ccccc2)n1-c1ccccc1
  -5% | ? | -16% | 5 | -5 | 3 | 0% | 1% | -3% | 3 | -0.3%
N#CCC(=O)Nc1ccc(C(=O)OCC(=O)NC(=O)Nc2ccc3c(c2)OCCO3)cc1
  ? | -15% | -25% | 7 | 10 | . | . | 5% | . | 0 | -0.1%
Cc1cc(NC(=O)C2CCCCC2C(=O)O)ccc1NC(=O)c1ccccc1 (configuration not stated)
  1% | 3% | -11% | -16 | . | . | -7% | 3% | 8% | 6 | 0.8%
Cc1cccc(C(=O)Nc2ccc(C(=O)N/N=C/c3cccc(C)n3)cc2)c1
  2% | ? | 15% | -23 | -14 | -1 | -1% | -1% | 3% | 1 | -0.1%
COc1cc(C)ccc1OCCOCCOc1ccc([N+](=O)[O-])cc1
  3% | 4% | -2% | -11 | -1 | 1 | 3% | 0% | -8% | -1 | 0.0%
CCOc1ccc(-c2nnc(-c3cccs3)o2)cc1
  -6% | ? | 1% | -2 | -8 | -1 | 0% | 2% | -8% | 0 | 0.4%
CCOc1ccc(-c2nc(N)ncc2-c2ccc(Cl)cc2)c(O)c1
  10% | -3% | -17% | -9 | 1 | -1 | 1% | -11% | . | 2 | -0.2%
Cc1ccc(-c2nnc(SCC(=O)NC3CCS(=O)(=O)C3)nc2-c2ccc(C)cc2)cc1 (configuration not stated)
  -9% | 7% | 2% | -12 | 1 | 2 | 0% | 0% | 6% | -1 | -2.1%
O=C(NC(=S)NCC1CCCO1)C(c1ccccc1)c1ccccc1 (configuration not stated)
  4% | 0% | 1% | -28 | 7 | -22 | 1% | 2% | -3% | 1 | -1.5%
O=C(COc1ccc2ccccc2c1)N1CCNCC1
  4% | ? | 11% | 5 | -1 | -1 | 1% | -3% | . | 0 | -1.1%
Cc1ccc(OCC(=O)N2C(C)CCCC2C)c([N+](=O)[O-])n1 (configuration not stated)
  -2% | -1% | 7% | 0 | 15 | . | . | 5% | . | 35 | -0.3%
CCCc1cc2c(cc1NC(=O)c1ccc(C)cc1)OCO2
  -3% | 8% | 8% | 8 | . | 0 | . | 1% | -4% | -1 | -0.2%
CCc1ccc(NC(=O)C(=O)NNC(=O)c2ccc(OC)cc2)cc1
  -2% | 0% | -1% | -12 | 2 | 10 | 2% | 0% | -10% | -17 | -0.3%
Cc1nnc(NC(=O)Cn2cnc3c2c(=O)n(C)c(=O)n3C)s1
  -1% | 5% | -1% | -13 | -10 | 5 | 0% | 0% | 3% | -6 | -0.5%
